Compound activity: PubChem BioAssay, several laboratories
Pf gametocyte – late stage P. falciparum gametocyte viability inhibitors, primary screen, ATP luminescence, HTS; 150,000 tested, 0.065% active; inhibition, % at 10.9 µM; P. falciparum stage V gametocytes, 24 h;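 active = inhibition above the mean plus 3 SD of compounds within the control limits, set per campaign, cut at about 38% in these data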;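 also: 0% = DMSO wells and 100% = medium only without gametocytes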
HRas wt GTP – modulators of GTP binding to HRas wildtype, primary screen, biochemical, bead-based flow cytometry, multiplex. AID 759, 2007. GST-Ras wt beads, Bodipy-FL-GTP binding; actives lie on both sides. GTPase HRas (Homo sapiens), P01112. 190,000 tested, 0.14% active. GTP binding activity, % at 10 µM;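 active = GTP binding activity at least 20% away from the 100% baseline, either lowered as inhibitor or raised as activator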;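 also: 0% = unlabeled GTP competition control and 100% = no-compound control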
Target sequence (P01112 whole entry, looked up): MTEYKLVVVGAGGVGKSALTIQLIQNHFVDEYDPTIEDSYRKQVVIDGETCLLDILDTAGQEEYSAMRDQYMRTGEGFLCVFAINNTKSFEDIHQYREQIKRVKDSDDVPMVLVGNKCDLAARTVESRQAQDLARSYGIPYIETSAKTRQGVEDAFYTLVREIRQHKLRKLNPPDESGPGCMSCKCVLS
Mcl1-Bid inh – Mcl-1/Bid binding inhibitors, primary screen, biochemical, TR-FRET, 1536-well; Induced myeloid leukemia cell differentiation protein Mcl-1 (Homo sapiens), Q07820; TR-FRET Mcl-1/Bid-Dy647 peptide binding; inhibition, % at 21.7 µM; 220,000 tested, 0.97% active;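 active = compounds that cut the binding signal by more than half at the single screening dose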;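 also: His-tagged Mcl-1 with europium anti-His antibody binding Bid BH3 peptide; 0% = Mcl-1 plus peptide wells and 100% = peptide-only wells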
Target sequence (Q07820 whole entry, looked up): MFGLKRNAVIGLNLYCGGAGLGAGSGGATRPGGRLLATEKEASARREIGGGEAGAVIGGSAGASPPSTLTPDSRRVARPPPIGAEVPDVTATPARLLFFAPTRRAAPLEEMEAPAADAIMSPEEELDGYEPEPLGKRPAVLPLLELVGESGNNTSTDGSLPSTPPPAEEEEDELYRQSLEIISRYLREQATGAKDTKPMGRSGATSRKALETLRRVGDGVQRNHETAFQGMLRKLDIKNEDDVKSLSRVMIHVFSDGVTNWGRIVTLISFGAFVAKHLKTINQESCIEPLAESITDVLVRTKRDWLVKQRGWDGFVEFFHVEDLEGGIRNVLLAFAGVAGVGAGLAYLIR
Bim-Mcl-1 – inhibitors of Bim peptide binding to Mcl-1, primary screen, biochemical, bead-based flow cytometry, multiplex | Induced myeloid leukemia cell differentiation protein Mcl-1 (Homo sapiens), Q07820 | Bim peptide-Mcl-1 binding | AID 1009, 2008 | inhibition, % at 10 µM | 190,000 tested, 0.1% active; in the data active = inhibition above about 40%;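 also: 0% = no compound tracer wells and 100% = peptide blocker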
Avidin fluor – green autofluorescence of compounds with avidin beads – biophysical, 488/530 nm, flow cytometry, artefact control, profiling panel. fluorescence (KMESF) at 10 µM. compound fluorescence 488/530 nm; hits give high values. 220,000 tested, 0.38% active; in the data active = fluorescence above about 47; also: inactives centre near 10
Mcl1 Noxa PPI – Mcl-1/Noxa binding inhibitors, primary screen, biochemical, TR-FRET, 1536-well. inhibition, % at 21.7 µM. Induced myeloid leukemia cell differentiation protein Mcl-1 (Homo sapiens), Q07820. 220,000 tested, 1.5% active. TR-FRET Mcl-1/Noxa peptide binding, 2 h;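 active = compounds that cut the protein-peptide binding signal by more than 50% relative to plate controls in a single-dose test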;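 also: His-tagged Mcl-1 with rhodamine Noxa BH3 peptide and terbium anti-His antibody; 0% = Mcl-1 plus Noxa peptide wells and 100% = peptide-only wells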
Cdc42 wt – modulators of GTP binding to wildtype Cdc42, primary screen, biochemical, multiplex bead flow cytometry, Bodipy-GTP | Cell division control protein 42 homolog (Homo sapiens), P60953 | GST-Cdc42 beads; actives lie on both sides | percent activity (GTP binding), % at 10 µM | 190,000 tested, 0.2% active | AID 761, 2007;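 active = percent activity GTP binding at least 20 points away from the 100% baseline, either down as inhibitor or up as activator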;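 also: median bead fluorescence of bound Bodipy-FL-GTP at 100 nM; 0% = excess unlabeled GTP control and 100% = no compound control; below 100% means less GTP binding so inhibitor and above means activator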
Target sequence (P60953 whole entry, looked up): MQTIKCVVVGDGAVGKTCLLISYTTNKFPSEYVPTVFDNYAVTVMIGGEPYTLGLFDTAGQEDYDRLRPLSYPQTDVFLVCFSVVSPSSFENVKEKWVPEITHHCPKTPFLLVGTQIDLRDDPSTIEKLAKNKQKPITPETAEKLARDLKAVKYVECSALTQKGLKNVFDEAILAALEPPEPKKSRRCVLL
Rac1 wt modul – wildtype Rac1 GTP binding modulators, primary screen, biochemical, GST-Rac1 beads, flow cytometry, multiplex | fluorescent GTP binding; actives lie on both sides; 0 = cold GTP competed, 100 = untreated | GTP binding activity (% of control), % at 10 µM | 190,000 tested, 0.27% active | AID 757, 2007;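 active = GTP binding activity at least 20 points away from the 100% control level, either lower or higher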
Rac1 act GTP bind – GTP binding modulators of activated mutant Rac1, primary screen, biochemical, bead-based flow cytometry, multiplex, fluorescent GTP. Ras-related C3 botulinum toxin substrate 1 (Homo sapiens), P63000. GST-Rac1 activated beads; actives lie on both sides; 100% means binding = to untreated wells. percent activity (GTP binding), % at 10 µM. 190,000 tested, 0.11% active;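 active = GTP binding at least 20 percentage points away from the 100% baseline, in either direction, so actives lie on both sides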
Rab2 wt GTP – modulators of GTP binding to Rab2A wildtype, primary screen, biochemical, dog, bead-based flow cytometry, multiplex; GST-Rab2 wt beads, Bodipy-GTP binding; AID 760, 2007; 190,000 tested, 0.19% active; GTP binding activity, % at 10 µM; Ras-related protein Rab-2A (Canis lupus familiaris), P61105;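 active = GTP binding activity at least 20 points away from 100%, either lowered or raised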;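 also: 0% = beads with excess unlabeled GTP and 100% = no-compound control corrected for plate trend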
Rab7 wt GTP bind – modulators of GTP binding to Rab7, primary screen, biochemical, wildtype, multiplex bead flow cytometry. GTP binding activity (percent of control), % at 10 µM. 190,000 tested, 0.055% active. AID 758, 2007. GST-Rab7 beads, fluorescent GTP binding; actives lie on both sides; untreated = 100%, excess cold GTP = 0%. Rab7 GTPase wild type (dog), Bodipy-FL-GTP binding;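 active = fluorescent GTP binding to Rab7 beads changed by at least 20 points from the 100% baseline, either direction, mostly lower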;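 also: median green fluorescence of bound Bodipy-FL-GTP per Rab7 bead population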
Active calls of the source: *; . = no result given.

nr	SMILES	Pf gametocyte	HRas wt GTP	Mcl1-Bid inh	Bim-Mcl-1	Avidin fluor	Mcl1 Noxa PPI	Cdc42 wt	Rac1 wt modul	Rac1 act GTP bind	Rab2 wt GTP	Rab7 wt GTP bind
1	Cc1ccc(NC(=S)N(CCN(C)C)Cc2cc3cc(C)ccc3[nH]c2=O)cc1	-30	100	-41	-1	10	6	97	101	100	99	105
2	O=C(COC(=O)c1cc2ccccc2cc1O)NC(=O)NCc1ccco1	2	96	-46	-3	10	10	96	97	92	95	102
3	CCOc1cc(NC(=S)NCCCN2CCOCC2)c(OCC)cc1NC(=O)c1cccs1	.	99	-60	3	13	27	98	100	96	99	102
4	O=C(Cn1cnc2sc(-c3ccccc3)cc2c1=O)NCc1ccccc1	.	102	22	3	4	-13	106	108	102	103	104
5	COc1ccc(CN2CC(C(=O)NCc3ccc4c(c3)OCO4)CC2=O)cc1 (centres undefined)	16	98	-24	-6	3	17	103	104	101	98	96
6	OCCOCCN1CCN(C(=S)Nc2ccccc2)CC1	-12	101	-37	0	22	6	96	98	98	100	109
7	Cn1c(=O)c(=O)n(C)c2cc(S(=O)(=O)NCCOc3ccccc3)ccc21	0	101	-18	1	11	-3	95	100	96	99	105
8	COc1ccc(C(=O)N2CCN(C(=O)c3cc(OC)c(OC)c(OC)c3)CC2)cc1	14	105	-2	3	5	2	107	107	102	103	101
9	COc1ccc(C(=O)Nn2cnc3scc(-c4cccs4)c3c2=O)c(O)c1	.	99	-46	-2	23	4	98	98	95	96	99
10	O=C(CN(c1ccc(F)cc1)S(=O)(=O)c1ccc2c(c1)OCCO2)Nc1ccccc1	17	99	17	-1	3	6	102	102	98	100	101
11	Cc1ccc(Cn2nc(C)c(/C=N/NC(=O)c3cccnc3)c2C)cc1	18	97	-17	0	9	9	95	97	98	100	105
12	CC(C)OC(=O)CSc1nc2c(cc1C#N)CCCCC2	-6	98	-25	0	20	28	97	104	93	100	104
13	CC(C)c1ccc2c(c1)C1Cc3ccccc3C1N2 (centres undefined)	9	101	-8	-1	11	24	103	103	102	101	98
14	O=C(N/N=C/c1ccc2cccc(OCc3ccccc3)c2n1)c1ccc(Br)cc1	.	93	-3	-2	16	-20	93	95	98	93	96
15	O=C(Oc1cccc2cccnc12)c1ccc2c(c1)OCCO2	.	97	-46	-3	13	9	99	99	98	102	105
16	COc1ccc(N2C(=O)CCC2(C#N)c2ccc(Br)cc2)cc1 (centres undefined)	-15	99	6	3	9	6	98	100	99	100	100
17	O=C(Cc1ccccc1)NCCSCc1ccccc1	-15	100	-16	-5	15	6	96	99	102	101	95
18	O=C(Nn1cc(C(=O)Nc2ccccc2F)c2ccccc2c1=O)c1cnccn1	-12	98	-9	1	9	-9	95	100	98	100	102
19	O=C(CSc1nnc(-c2ccncc2)n1Cc1ccco1)Nc1cccc(O)c1	-10	97	-5	-4	9	8	95	97	96	97	102
20	NNC(=O)c1cc2c(ccc3ccccc32)o1	.	97	-27	-4	7	14	96	99	96	97	94
21	O=C(CN1CCN(Cc2ccc(F)cc2)C1=O)NCc1cccs1	.	104	-17	0	7	14	102	108	101	104	100
22	COc1cc(C2C3=C(CCCC3=O)Nc3[nH]n(-c4ccccc4)c(=O)c32)ccc1OC(C)=O (centres undefined)	.	96	-17	2	14	20	97	100	96	97	98
23	O=C1CC(c2cccc(Cl)c2)Cc2nc(N3CCOCC3)ncc21 (centres undefined)	-15	100	12	0	8	15	101	102	98	101	99
24	CCn1nc(NC(=O)c2ccco2)c2cc3ccc(C)cc3nc21	.	93	-12	0	16	4	93	95	95	94	92
25	C/C=N/NC(=O)CCNC(=O)c1ccccc1	10	98	-35	-1	5	9	99	101	99	98	100
26	C/C=C/C(=O)OCC(=O)Nc1ccc(SC(F)F)cc1	3	98	-16	0	11	7	94	98	94	99	105
27	COc1ccc(NS(=O)(=O)c2c(C)n(C)c(=O)n(C)c2=O)cc1OC	.	101	-29	-1	6	4	97	103	95	100	100
28	CCNc1nc(SCc2ccccc2)nc(N2CCOCC2)n1	1	95	1	-2	27	-2	93	97	96	95	100
29	O=C(NCCN1CCN(c2ccccc2)CC1)c1ccc2c(c1)[nH]c(=S)n1c3ccccc3nc21	4	99	9	-2	24	51*	94	96	95	96	102
30	Cc1cnnc2c1-c1no[n+]([O-])c1CC2	2	98	-10	0	15	4	98	94	95	95	97
31	COc1ccc(/C=N\NC(=O)c2nn(C)cc2Cl)cc1CN1CCOCC1	.	97	1	-4	1	-1	101	102	101	99	99
32	O=C(CSc1c2c(nc3cc(Cl)ccc13)CCCC2)NCc1ccco1	.	100	-12	-2	38	26	101	99	99	100	101
33	Cc1cc(C)c2nc(N3CCCC3)c(C#N)cc2c1	.	96	6	0	35	-19	96	102	95	93	98
34	COC(=O)c1cc(OC)c(OC)cc1NC(=O)Nc1ccccc1OC	-2	102	8	0	11	8	100	100	100	101	102
35	COc1ccc(C(CCNCc2ccccc2F)c2ccc(F)cc2)cc1 (centres undefined)	3	103	-11	-4	26	5	103	106	103	102	99
36	CS(=O)(=O)N1CCN(c2ccc(NC(=O)c3ccc(Br)o3)cc2)CC1	.	103	-34	0	10	21	104	102	100	101	98
37	COc1ccccc1OCCN1C(=O)S/C(=C\c2ccco2)C1=O	6	99	-19	-2	19	17	97	99	95	97	101
38	Nn1cnn(Cc2ccccc2)c1=S	-4	98	4	-1	12	0	99	98	95	95	96
39	COc1ccccc1/C=C/C=N/n1c(-c2ccncc2)n[nH]c1=S	20	104	-92	-6	4	36	102	103	98	103	104
40	Cc1ccc(SCC(=O)Nc2ccc3c(c2)OCCO3)cc1	-17	100	-25	-6	6	-1	99	105	100	99	99
41	CN(C)S(=O)(=O)c1cccc(NC(=O)CNCC2CCCCC2)c1	8	98	19	-1	12	13	98	100	97	98	104
42	Cc1cc(=O)[nH]c2ccc(Cl)cc12	.	101	4	-3	24	3	103	105	102	101	99
43	COc1ccc(O)c(C(=O)c2cnc3c(c2)c(=O)[nH]c(=O)n3C)c1	-23	99	-47	0	2	12	101	99	99	98	100
44	Cc1ccc(O)c(C(=O)c2cnc3c(c2)COc2ccccc2-3)c1	.	98	2	-1	24	3	97	100	96	95	94
45	COc1ccc(NC(=S)N(Cc2ccc(Cl)cc2)Cc2ccc(C(=O)O)cc2)cc1Cl	0	100	8	0	10	9	102	107	96	102	105
46	O=C(COc1ccc2ccccc2c1)Nc1cccc(C(=O)Nc2ccccc2C(=O)O)c1	-30	95	4	0	12	9	96	95	95	95	95
47	Cc1cc(C(=O)N/N=C/c2cccc(OC(=O)c3ccco3)c2)n[nH]1	10	99	-29	-1	36	-4	96	96	96	95	94
48	Cc1ccc(S(=O)(=O)N2CC3CCCN3c3ccc(C(F)(F)F)cc32)cc1 (centres undefined)	6	100	-23	-4	33	-21	100	100	97	100	99
49	CCOC(=O)c1c(C)[nH]c(N=Nc2cccc(C)c2)c1C	.	102	-32	0	6	10	104	105	99	102	102
50	COc1ccc(-n2c(Cc3cccn3C)nnc2SCC(=O)Nc2ccc(C)cc2)cc1	.	100	-23	-3	25	-2	99	101	96	101	101
51	N#Cc1ccc(NC(=O)c2sc3cc(C(F)(F)F)cnc3c2-c2cccs2)cc1	-21	99	-39	-2	11	-28	104	106	97	98	99
52	Cn1c(COc2ccccc2)nnc1SCC(=O)NNC(=O)C1CCCCC1	-9	100	-11	0	12	7	102	99	98	101	102
53	O=C1NC2(CCCCC2)C(=O)N1/N=C/c1ccc(O)cc1O	8	100	-54	-1	15	11	101	102	100	99	98
54	O=C(/C=C/c1ccc(S(=O)(=O)N2CCOCC2)cc1)NCCCn1ccnc1	8	96	-33	-1	9	2	98	98	95	97	96
55	Cc1cc(Nc2cc(C(=O)O)ccc2C)n2ncnc2n1	.	99	1	-4	7	18	103	99	98	98	97
